Hsp70 inhibitors – small molecules displacing fluorescent ligand from Hsp70 – biochemical, fluorescence polarization, primary screen (AID 583); Hsp70 fluorescence polarization probe displacement, mP; higher % means a stronger effect; one-dose displacement, % at 20 µM; IC50 in µM for titrated hits; 140,000 compounds, 0.06% hits; in the data active = displacement above about 50%;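 also: plate controls were vehicle for no effect and reference ligand for full effect; a part of the inactive calls stands beside numbers as strong as those of hits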
MKP-3 inhibition – inhibition of rat DUSP6 enzyme activity – biochemical, in vitro, primary screen (AID 425). recombinant MKP-3 phosphatase activity, fluorescence; higher % means a stronger effect. one-dose inhibition, % at 20 µM; IC50 in µM for titrated hits. 110,000 compounds, 0.17% hits; in the data active = inhibition above about 50%;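 also: plate controls were vehicle for no effect and reference inhibitor for full effect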
Numbers without * were called inactive; . = no result given; & = joins results of further samples. This is a subset. The share of hits here may be higher or lower than overall.

SMILES	Hsp70 inhibitors	MKP-3 inhibition
CCCCc1c(O)nc(SCC(=O)Nc2ccc3c(c2)CCC3)[nH]c1=O	2.6%	-1.1%
O=C(Nc1ccc(F)cc1)Nc1ccccc1C(=O)OCc1ccccc1F	-1.6%	-0.4%
COc1ccccc1/C=C/C(=O)NC1CCCCC1	1.1%	1.5%
O=C(CCc1ccc(S(=O)(=O)N2CCCCC2)cc1)c1nnc(-c2ccccc2)o1	2.0%	-5.0%
Cc1ccc(C)c(N2CCN(C(=O)CCS(=O)(=O)c3cccc4nonc34)CC2)c1	5.3%	2.1%
CC(=O)Nc1cccc(NC(=O)C2CCCN2C(=O)Nc2cccc(C)c2)c1 (stereo not drawn)	-6.2%	-5.6%
CCOC(=O)c1c(-c2ccc(OC)cc2)csc1NC(=O)C1CCCCC1C(=O)O (stereo not drawn)	-0.4%	3.7%
COC(=O)c1ccc(NC(=O)CSc2nc3cccnc3n2C)cc1	10.6%	.
O=C(Nc1sc2c(c1C(=O)O)CCCCC2)c1cccs1	-2.8%	2.5%
Cc1ccc(C(=O)Nc2c(C)cc(C)cc2C)cc1	-0.2%	0.3%
COC(=O)COc1cccc(NC(=O)c2cccs2)c1	2.2%	10.1%
CCC(C)(C)n1nnnc1C(c1ccc(O)c(OC)c1)N1CCc2ccccc2C1 (stereo not drawn)	1.2%	.
Cc1ccc(C2c3c(oc4ccccc4c3=O)C(=O)N2c2nnc(C)s2)o1 (stereo not drawn)	4.5%	.
O=c1c2cccnc2[nH]c(=S)n1CCC1=CCCCC1	4.4%	5.5%
COc1ccccc1NC(=O)c1cc2cccc(OC)c2oc1=O	-5.3%	4.2%
CC1=C(C(N)=O)C(c2ccccn2)n2nc(-c3ccccc3Cl)nc2N1 (stereo not drawn)	-6.5%	-8.8%
N#CCCN1CCN(S(=O)(=O)c2ccc(S(=O)(=O)NC3CCCCC3)cc2)CC1	-2.7%	-1.6%
C=CCn1c(-c2cc(OC)c(OC)c(OC)c2)n[nH]c1=S	-1.2%&-0.1%	-2.1%&-0.3%
Nn1cnnc1N/N=C/c1cc([N+](=O)[O-])c(Cl)cc1Cl	3.3%	.
Clc1ccc(C2C3=C(Nc4ncnn42)c2ccccc2CC3)cc1 (stereo not drawn)	-2.4%	.
Cc1ccc2c(c1)N(CC(=O)O)C(=O)CO2	2.3%	-3.3%
COc1ccc(CCNC(=O)C2CCN(Cc3nc(-c4ccc(Cl)cc4)oc3C)CC2)cc1OC	3.7%	-1.9%
COc1ccc2ccccc2c1/C=N/N1C(=O)C2C(C1=O)C1C=CC2C12CC2 (stereo not drawn)	1.6%	-0.4%
Cc1ccccc1-n1c(SCc2c(C)noc2C)nnc1-c1cccnc1	70.3%	.
O=C(Nc1nc(-c2ccccc2)cs1)C1CCCCN1S(=O)(=O)c1ccccc1 (stereo not drawn)	2.8%	-11.3%
(more compounds)
SMILES	Hsp70 inhibitors	MKP-3 inhibition
Nc1ncnc2c1ncn2[C@@H]1O[C@H](CO)[C@@H](O)[C@H]1O	-1.0%	0.7%
COc1cccc(NC(=O)C2(C)CC3c4ccccc4C2c2ccccc23)c1 (stereo not drawn)	-3.2%	2.6%
O=C1c2cc(S(=O)(=O)Nc3ccncc3)ccc2-c2ccc(S(=O)(=O)Nc3ccncc3)cc21	3.8%	0.2%
CCOC(=O)CNC(=O)CSc1nc2cccnc2n1CC	2.1%	.
COc1ccc(NC(=O)CN2CCC(n3c(C)nc4cc(F)ccc43)CC2)c(OC)c1	2.2%	-3.5%
CCOC(=O)COc1c(C)cc(Br)cc1C	-0.8%	2.1%
COc1cc(C(=O)NCCc2cn3ccccc3n2)cc(OC)c1OC	.	-5.5%
CCOC(=O)C1=C(c2ccccc2)NC(=S)NC1c1ccc(OC(C)C)cc1 (stereo not drawn)	-4.4%	2.7%
COc1cc(C(=O)Nc2nccs2)ccc1OCc1c(C)noc1C	12.9%	9.2%
Cc1cc(/C=N/Nc2ccc([N+](=O)[O-])cn2)c(C)n1-c1ccc(F)cc1	0.5%	11.2%
COC(=O)CC1SCCNC1=O (stereo not drawn)	1.6%	-4.6%
CCCn1c(SCC(N)=O)nnc1C(C)C	1.7%	-5.9%
C#Cc1c(C)n(-c2ccccc2)c2c(=O)n(Cc3ccccc3)cnc12	-1.0%	1.4%
Cc1sc2nc(SCC(=O)NCc3ccco3)n(CCc3ccccc3)c(=O)c2c1C	3.7%	6.2%
Cc1ccccc1NC(=O)c1c(-c2ccccc2)noc1C	-1.1%	-4.7%
CCc1ccc(N(CC(=O)Nc2ccc(OC)cc2OC)S(C)(=O)=O)cc1	5.0%	2.5%
C=CCc1cccc(OC)c1OCCOCCNCCO	-5.0%	.
COc1ccc(N2CCN(C(=O)CN3C(=O)c4ccccc4S3(=O)=O)CC2)cc1	4.8%	-13.4%
COc1ccc(C(=O)CC(=O)C(C)(C)C)cc1	-0.8%	-0.3%
COc1ccc(C(=O)NCC2(c3ccc(OC)c(OC)c3)CCCCC2)c(OC)c1	-0.9%	4.3%
CCSc1nc2ccc(NC(=O)c3ccccc3C(=O)N3CCOCC3)cc2s1	0.7%	3.2%
CC1CCN(S(=O)(=O)c2ccc3c(c2)oc(=O)n3CC(=O)N2c3ccccc3CC2C)CC1 (stereo not drawn)	-7.6%	-14.0%
O=C(c1cc2ccccc2oc1=O)N1CCN(Cc2ccc3c(c2)OCO3)CC1	8.2%	-19.8%
COc1cccc2c1CC/C(=C\c1ccccc1)C2=O	-6.3%	1.2%
COc1ccc(-c2cc(C(F)(F)F)n3ncc(C(=O)NCc4ccco4)c3n2)cc1	-4.1%&-2.1%	-2.0%&9.2%
Next part:
SMILES	Hsp70 inhibitors	MKP-3 inhibition
O=C(NC1(C(F)(F)F)NC(=O)N(Cc2ccco2)C1=O)c1cccs1 (stereo not drawn)	8.0%	-1.2%
CCN(CC)CC(=O)Nc1sc2c(c1C(N)=O)CCCC2	-1.5%	3.0%
CC12c3ccccc3C(c3ccccc31)C1C(=O)N(c3ccc(I)cc3)C(=O)C12 (stereo not drawn)	-0.4%	1.1%
Cc1ccc(NC(=O)Cc2ccc(F)cc2)cc1	4.6%&-0.9%	1.8%
Cn1ccnc1Sc1ccc([N+](=O)[O-])cc1	-3.6%	5.8%
O=C(CN(c1ccc(F)cc1)S(=O)(=O)c1ccccc1)NCc1ccc(Cl)cc1	-5.9%	1.9%
CCOC(=O)/C(C#N)=C/c1ccc(O)cc1	-0.8%	-2.6%
NC(=O)c1ccccc1NC(=O)c1ccccc1[N+](=O)[O-]	-0.7%	-0.9%
CCC(=O)c1ccc(OCC(O)COc2ccc(C(=O)CC)cc2OC)c(OC)c1	2.7%	1.9%
N#CC1=C2SCN(Cc3ccccc3)CN2C(=O)CC1c1cccs1 (stereo not drawn)	0.1%	3.5%
CC(=O)c1ccc(NC(=O)C2(c3ccccc3)CCOCC2)cc1	0.2%	.
COc1ccc(C(=O)C2CCN(C(=O)c3ccco3)CC2)cc1	-1.8%	2.9%
Cc1cc(NC(=O)CSc2nnc(C3CC3)n2C)no1	5.1%	1.6%
CS(=O)(=O)N1CCC(C(=O)NCC2CCCO2)CC1 (stereo not drawn)	4.8%	-5.4%
CC(=NCC1CCCO1)C1=C(O)CC(C)(C)CC1=O (stereo not drawn)	0.2%	-1.4%
Cc1ccc(C2=C/C(=C/c3cc4c(cc3Br)OCO4)C(=O)O2)cc1	-3.9%	3.5%
CCCN(CCC)S(=O)(=O)c1ccc(C(=O)N2CCCc3ccccc32)cc1	3.2%	.
C(=N\Nc1nc(N2CCOCC2)nc(N2CCOCC2)n1)/c1ccccc1OCc1ccccc1	19.4%	0.6%
O=c1c2cc(Cl)ccc2nc2ccc(N3CCCC3)nn12	0.2%	9.5%
C=CCn1c(SCC(=O)N2CCCCC2)nc(O)cc1=O	4.8%	.
Cc1nc2cc(NC(=O)NCc3ccco3)ccc2o1	-3.1%	-16.2%
CCc1cc(C(=O)Cc2cnn(-c3ccccc3)c2)c(O)cc1O	-0.8%	0.9%
COc1ccc(NC(=O)O/N=C\c2ccccc2Cl)cc1	0.4%	0.0%
COc1ccc(C(=O)Nc2ccc([N+](=O)[O-])cn2)cc1	-1.6%	0.1%
O=C(C1CCCN(S(=O)(=O)c2cccc3nsnc23)C1)N1CCc2ccccc2C1 (stereo not drawn)	0.7%	-7.0%

An excerpt of these results, with two lines to a compound:
The line under a structure holds: Hsp70 inhibitors	MKP-3 inhibition
> COC(=O)COc1cccc(NC(=O)c2cccs2)c1
→ 2.2%	10.1%
> CC1CCN(S(=O)(=O)c2ccc3c(c2)oc(=O)n3CC(=O)N2c3ccccc3CC2C)CC1 (stereo not drawn)
→ -7.6%	-14.0%
> C=CCc1cccc(OC)c1OCCOCCNCCO
→ -5.0%	.
> O=C1c2cc(S(=O)(=O)Nc3ccncc3)ccc2-c2ccc(S(=O)(=O)Nc3ccncc3)cc21
→ 3.8%	0.2%

Next section
SMILES	Hsp70 inhibitors	MKP-3 inhibition
COc1cccc(NC(=O)Nc2nnc(-c3ccccc3SCc3ccccc3)s2)c1	-3.0%	.
COc1cc2[nH]cc(C(=O)NCc3cccs3)c(=O)c2cc1OC	8.9%	.
O=C(c1nc2nc(-c3ccccc3)cc(C(F)(F)F)n2n1)N1CCOCC1	0.9%	2.2%
COc1ccc(NC(=O)c2ccccc2Cl)cc1OC	-7.2%	-1.2%
CCO/C=C1\C(=O)N(c2ccccc2)C(=O)c2ccccc21	0.9%	-11.4%
O=C(CC1CCCC1)OCn1nnc2ccccc2c1=O	5.6%	-10.6%
COc1cccc(CNC(=O)C2CCN(S(=O)(=O)c3c(C)nn(C)c3C)CC2)c1	-0.4%	-4.3%
O=c1[nH]c(N2CCOCC2)nc2ncn(Cc3ccccc3)c12	1.2%&2.4%	1.9%&-0.8%
C=CCNc1nc(NCCN2CCOCC2)nc(OC)n1	0.2%	-2.6%
Cc1ccc(N=Cc2c(O)n(-c3ccc(F)cc3)c(=O)[nH]c2=O)cc1	-10.0%	-0.5%
COC(=O)c1ccccc1NC(=O)CS(=O)(=O)Cc1nc(-c2ccc(C)cc2)oc1C	11.2%	-0.8%
COc1ccc(Cl)cc1NC(=O)COc1cccc(C)c1	-1.4%	2.7%
CC(C)(C)SCCNC(=O)c1ccc(NS(C)(=O)=O)cc1	0.5%	-4.2%
COc1ccc(CNC(=O)c2cc(-n3cnnc3)ccc2Cl)cc1	-1.6%	-9.7%
CCOC(=O)c1oc2ccc(CNC3CCCCC3)c(Cl)c2c1C	4.9%&1.2%	-3.6%
CSc1nnc(-c2nnc(SC)n2-c2ccccc2)n1-c1ccccc1	2.0%	-7.1%
CC(O)CN1C(=O)C(CC(=O)Nc2ccc(Cl)cc2)SC1=Nc1ccccc1 (stereo not drawn)	.	-3.8%
CNc1sc(C(=O)c2ccccc2F)c(N)c1-c1nc2ccccc2s1	-7.8%	.
CC(C)CCn1cnc2c1c(=O)n(C)c(=O)n2C	8.9%	.
Cc1ccccc1-c1ccc(Nc2ccc(C(=O)N3CCOCC3)cc2)nn1	-1.8%	0.4%
COC(=O)Nc1sc(C(=O)N(C)C)c(C)c1C(=O)OC	-1.5%	.
COc1cc(C2SCC(=O)N2c2c(C)n(C)n(-c3ccccc3)c2=O)ccc1O (stereo not drawn)	1.3%	-0.1%
CC12CC3CC(C1)CC(CC(=O)O)(C3)C2	2.4%	-1.5%
COc1ccc(Cl)cc1NC(=O)CN(c1ccc(C)cc1)S(=O)(=O)c1ccc(F)cc1	-1.6%	4.2%
O=C(N1CCOCC1)N1CCN(c2ccccc2F)CC1	2.2%	-6.0%

Single records (already shown):
CC(=O)c1ccc(NC(=O)C2(c3ccccc3)CCOCC2)cc1 is listed as Hsp70 inhibitors = 0.2%; MKP-3 inhibition = .
COc1ccc(NC(=O)O/N=C\c2ccccc2Cl)cc1 is listed as Hsp70 inhibitors = 0.4%; MKP-3 inhibition = 0.0%

More structures follow:
SMILES	Hsp70 inhibitors	MKP-3 inhibition
CSCCc1nc(SCC(=O)Nc2nnc(C)s2)[nH]c1C	-1.1%	-11.1%
COc1ccc2nc(NC(=O)C3CCN(S(=O)(=O)c4cccc5nsnc45)CC3)sc2c1	-7.1%	1.4%
Cc1cc(C)c2cc(CN(CCO)C(c3nnnn3Cc3ccc(F)cc3)C(C)C)c(=O)[nH]c2c1 (stereo not drawn)	-1.7%	-2.0%
O=C1S/C(=C/c2ccc(-c3ccc([N+](=O)[O-])cc3Cl)o2)C(=O)N1c1ccccc1	0.2%	4.2%
CCCCC(=O)Nc1ccc2c3c(cccc13)C(=O)N2CC	.	7.0%
CCOc1ccc2nc(N(C)C)[nH]c2c1	-63.2%	0.8%
CC(=O)c1cccc(Nc2nc(=O)c3cccnc3s2)c1	2.8%	.
COc1ccccc1C(=O)Nc1ccc(CN2CCCCC2)cc1	-2.9%	.
O=C(Nc1cc(Cl)cc(Cl)c1)S(=O)(=O)c1ccccc1	-4.0%	-3.2%
COc1cc(Cl)cc(/C=C2\SC(=S)N(C)C2=O)c1O	-61.5%	1.9%
O=C(Nc1ccc(S(=O)(=O)N2CCN(Cc3ccccc3)CC2)cc1)c1cnccn1	-1.3%	-0.4%
CCC1(C)Cc2ccccc2C(Nc2c(C)n(C)n(-c3ccccc3)c2=O)=N1 (stereo not drawn)	-0.8%	.
O=C(NCCCN1CCCC1)c1ccc(CS(=O)(=O)c2ccc(Br)cc2)o1	0.8%	-13.2%
CCn1nc(NC(=O)c2ccco2)c2cc3ccccc3nc21	-8.4%	-1.5%
CS(=O)(=O)c1ccc(Cl)c(S(=O)(=O)NCc2ccccc2)c1	-0.5%	-9.6%
COc1cc(-c2nc(Cc3ccccc3Cl)no2)cc(OC)c1OC	-3.0%	-0.5%
COC(=O)C(NC(=O)CCC1CCCCC1)C12CC3CC(CC(C3)C1)C2 (stereo not drawn)	3.0%	0.6%

3 entries already listed, ordered by SMILES length, high to low:
SMILES	Hsp70 inhibitors	MKP-3 inhibition
O=C1S/C(=C/c2ccc(-c3ccc([N+](=O)[O-])cc3Cl)o2)C(=O)N1c1ccccc1	0.2%	4.2%
CCCCC(=O)Nc1ccc2c3c(cccc13)C(=O)N2CC	.	7.0%
CC(=O)c1cccc(Nc2nc(=O)c3cccnc3s2)c1	2.8%	.

Source: PubChem BioAssay
